Ba/F3 V617F tox – lowers viability of Ba/F3 cells expressing EpoR and JAK2V617F; ATP luminescence; inhibition, % at 5.6 µM; 220,000 compounds, 1.1% hits; AID 1446;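 active = inhibition above the campaign mean plus 3 SD over all tested compounds, cut at about 24% in these data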;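 note: cytokine-independent growth of Ba/F3 cells driven by EpoR plus mutant JAK2; 0% = DMSO-treated cells and 100% = JAK inhibitor I control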
TRPML3 ag – activates the human TRPML3 channel; HEK293 TRPML3-YFP, Fluo-8 calcium fluorescence; 100% = the carbachol control signal; activation, % at 3 µM; 220,000 compounds, 0.29% hits;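 active = activation above its plate's cutoff, the mean activation of the plate's test wells plus 3 SD, cut at about 12% in these data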;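 note: 0% = DMSO only wells and 100% = carbachol wells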
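Material: HEK293 cells stably carrying human TRPML3-YFP; compound dosing: single dose, 3 µM final nominal compound, 0.3% DMSO final; incubation: 1-h 37 °C dye load, 5-s basal, 120-s post-compound reads; technique: Fluo-8 intracellular calcium fluorescence, excitation 470-495 nm, emission 515-575 nm; read-out basis: percent activation from peak-to-basal fluorescence ratio, scaled between DMSO and carbachol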
Wee1 degr inh – human Wee1 degradation inhibition, primary screen | HeLa Luc-Wee1K328M stability, luciferase luminescence; 100% = proteasome inhibitor MG132 effect | 220,000 compounds, 1.2% hits | P30291 | reporter increase, % at 5 µM;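 active = activation above the mean of all tested compounds plus 3 SD, set per screening run, cut at about 8.8% in these data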;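 note: cells exposed to compound for 20 h before luminescence read; 0% = DMSO alone and 100% = MG132 at 30 µM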
Target sequence (P30291 whole entry K328M): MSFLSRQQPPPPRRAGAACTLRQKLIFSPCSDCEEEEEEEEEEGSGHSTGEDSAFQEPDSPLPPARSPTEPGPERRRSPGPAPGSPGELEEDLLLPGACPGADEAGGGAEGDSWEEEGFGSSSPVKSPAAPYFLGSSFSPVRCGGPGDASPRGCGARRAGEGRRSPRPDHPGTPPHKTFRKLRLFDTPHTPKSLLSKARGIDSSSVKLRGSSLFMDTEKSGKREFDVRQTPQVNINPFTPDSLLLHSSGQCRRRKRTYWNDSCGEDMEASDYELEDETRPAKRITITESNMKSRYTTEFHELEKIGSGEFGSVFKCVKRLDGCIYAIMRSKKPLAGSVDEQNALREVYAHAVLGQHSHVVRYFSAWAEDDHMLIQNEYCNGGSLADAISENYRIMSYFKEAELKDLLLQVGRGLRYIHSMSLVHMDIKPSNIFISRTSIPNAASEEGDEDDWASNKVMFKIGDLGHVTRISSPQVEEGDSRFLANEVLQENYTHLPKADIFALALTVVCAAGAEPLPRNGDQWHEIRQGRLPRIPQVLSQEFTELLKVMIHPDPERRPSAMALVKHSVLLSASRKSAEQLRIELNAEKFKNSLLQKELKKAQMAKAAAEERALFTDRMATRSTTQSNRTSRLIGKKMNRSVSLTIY
PPC-1+TRAIL kill – PPC-1 cancer cell killing with TRAIL present | PPC-1 cells + TRAIL, ATPLite viability luminescence | 220,000 compounds, 0.41% hits | cell killing (% activity), % at 4 µM;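 active = cell killing above 50% in the first pass at 4 µM, then a duplicate retest at 5 µM averaging 50% or more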;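 note: plate controls were cells with TRAIL plus DMSO for no effect and medium-only wells lacking cells for full effect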
TNF death inh – TNF-alpha cell death inhibition in Jurkat FADD-/- cells. Jurkat FADD-/- TNF necroptosis rescue, ATP luminescence, 24 h; 0 = TNF only, 100 = no-TNF cells. activation (protection from cell death), % at 10 µM. 220,000 compounds, 0.068% hits. AID 463075;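 active = activation, meaning protection from cell death, of at least 50% relative to plate controls; inactive = activation below 50%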;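 note: necroptosis triggered by 40 ng/mL TNF-alpha added together with compound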
CHOP inhibitor – blocks CHOP induction under ER stress; 220,000 compounds, 3.8% hits; CHO-K1 CHOP-promoter luciferase, tunicamycin-induced, 15-18 h; inhibition, % at 10 µM;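 active = compounds that reduced the stress-induced luciferase reporter signal by more than about 70% of percent inhibition, limit read from the data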;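 note: 0% = tunicamycin plus vehicle and 100% = wells without tunicamycin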
zfTRPN1 agonist – agonists of zebrafish TRPN1 channel; activation, % at 3 µM; AID 1424; HEK293 zebrafish TRPN1-YFP, Fluo-8 calcium fluorescence; 100% = response to 87 µM carbachol; 220,000 compounds, 0.18% hits;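 active = activation above its plate's cutoff, the mean activation of test wells on that plate plus 3 SD, cut at about 19% in these data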;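 note: 0% = DMSO alone and 100% = 87 µM carbachol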
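Material: zebrafish TRPN1-YFP in HEK293 cells. Doses: one dose of 3 µM, 0.3% DMSO. Incubation: dye 1 h 37 °C plus 30 min RT. Measured by: intracellular calcium fluorescence with Fluo-8.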
RBBP9 inh – inhibitors of human serine hydrolase RBBP9; recombinant RBBP9, FP-Rh probe fluorescence polarization; inhibition, % at 7.94 µM; 220,000 compounds, 0.2% hits; AID 1515;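 active = inhibition above the campaign mean of all tested compounds plus 3 SD, cut at about 14% in these data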;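 note: plate controls were DMSO wells with RBBP9 for no effect and wells lacking RBBP9 protein for full effect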
Target sequence (O75884 whole entry, looked up): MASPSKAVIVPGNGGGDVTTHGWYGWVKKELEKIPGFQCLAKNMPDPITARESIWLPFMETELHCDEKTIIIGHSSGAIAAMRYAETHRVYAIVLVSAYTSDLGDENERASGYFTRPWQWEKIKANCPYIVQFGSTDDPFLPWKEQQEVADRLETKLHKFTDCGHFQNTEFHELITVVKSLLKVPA
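Assay system: recombinant human RBBP9; Reagent: Serine-hydrolase probe FP-Rh, 375 nM pre-mixing; Doses: 7.94 µM single dose, 0.794% DMSO; Incubation: 30 min then 45 min, 25 °C; Detection: fluorescence polarization (mP), excitation 525 nm, emission 598 nm; Evaluation: percent inhibition from mP, scaled between DMSO and no-protein wells.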
BaF3 tox – reduces parental Ba/F3 cell viability, JAK2V617F counter-screen; AID 1486; 220,000 compounds, 1.1% hits; CellTiter-Glo ATP luminescence; inhibition, % at 5.6 µM;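 active = inhibition above a per-campaign cutoff, the mean inhibition of all tested compounds plus 3 SD, cut at about 27% in these data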;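 note: 0% = DMSO wells and 100% = JAK Inhibitor I control wells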
* hit, by the source's call; . = not tested or not shown; [ ] = another dose, or the depositor's remark.

Second line of a record: Ba/F3 V617F tox | TRPML3 ag | Wee1 degr inh | PPC-1+TRAIL kill | TNF death inh | CHOP inhibitor | zfTRPN1 agonist | RBBP9 inh | BaF3 tox
C=CCNC(=S)N/N=C/c1cccc([N+](=O)[O-])c1
  0 | 0.7 | -3 | 17 | 1.6 | 25 | -1.5 | 5 | 9
CCc1c(C#N)sc(C(N)=O)c1CC
  -2 | 1.0 | 0 | -6 | 3.8 | 24 | 2.0 | 9 | -1
CCN(CCCc1ccccc1)CCCc1ccccc1
  0 | 1.0 | 2 | 16 | 2.7 | 10 | -1.0 | -6 | 6
COc1ccc(CN2CCNC(=O)C2CC(=O)O)c(OC)c1 (configuration not stated)
  -6 | 0.2 | -1 | 1 | 0.2 | 41 | 1.1 | 3 | 0
Cc1ccc(-c2nnc(CCC(=O)N(C)Cc3nccs3)o2)s1
  -3 | -0.3 | -2 | . | 0.4 | -22 | -0.9 | 5 | 0
COC(=O)c1cc(NC(=O)c2cccnc2)ccc1N1CCOCC1
  -4 | 0.3 | -4 | 21 | 0.9 | -9 | 0.2 | -1 | 0
COC(=O)COc1ccc2cccc(-n3cnnn3)c2c1
  3 | 1.2 | -3 | -1 | 0.2 | -2 | 0.1 | -7 | 5
O=C(NCCSc1ccccc1)c1ccccc1
  -3 | -0.6 | 6 | 15 | -0.1 | -16 | 0.1 | -2 | 5
N/C(=N\S(=O)(=O)c1cc(C(F)(F)F)cc(C(F)(F)F)c1)c1ccc(Cl)cc1
  -4 | 1.9 | 0 | 4 | 0.2 | 49 | -0.9 | -17 | -1
CN(c1ccccc1)S(=O)(=O)c1ccc(Cl)c(C(=O)OCC(=O)NC2CCS(=O)(=O)C2)c1 (configuration not stated)
  -1 | 1.1 | -2 | 11 | 0.7 | 0 | -1.1 | -3 | 1
COc1ccc(-c2noc(CN(C(=O)c3cccs3)C(C)C)n2)cc1
  1 | 0.9 | 5 | 9 | -1.0 | 5 | 1.9 | -6 | 3
Cc1cc(=O)[nH]c(SCc2nnc(-c3ccccc3)o2)n1
  -3 | 0.5 | 3 | 22 | -0.2 | 0 | -0.7 | -5 | 4
Cc1ccc2sc(NNC(=O)C3=COCCO3)nc2c1C
  1 | 1.1 | 1 | 16 | -0.4 | 8 | 0.2 | -7 | 4
O=C(NN1CCCCC1)c1ccccc1
  0 | 0.9 | 0 | 32 | 2.2 | -20 | 3.1 | 6 | 5
CCOc1ccc(C(=O)CCc2nc3ccccc3s2)cc1
  7 | -1.4 | -1 | 14 | 3.6 | 4 | 0.2 | -4 | 11
COCCNC(=O)CN1C(=O)CC(C)(C)S(=O)(=O)c2ccccc21
  -2 | 0.5 | 0 | 12 | 0.6 | 22 | 1.0 | -5 | 2
CC(C)n1c(-c2ccccc2)nc(=S)c2c1CCCC2
  -3 | 0.1 | 2 | 8 | 1.5 | -33 | 0.2 | -10 | 4
Cc1cc(C)c2c(=O)[nH]c(SCC(=O)NCc3ccccc3)nc2n1
  2 | 1.3 | 0 | -9 | 1.4 | 3 | 0.4 | 1 | 2
O=C(NCc1ccc(F)cc1)c1c2c(nc3ccccc13)CCC2
  4 | -0.6 | -2 | 16 | 0.5 | -13 | -1.9 | 7 | 8
CC(=O)Nc1cccc(-c2nc3ccccc3[nH]2)c1
  -1 | 0.7 | 0 | 19 | 0.5 | 7 | 0.5 | -1 | 1
O=C(Nc1cc(C(F)(F)F)cc(C(F)(F)F)c1)Nc1cnn(-c2ccc([N+](=O)[O-])cc2)c1C(F)(F)F
  1 | 1.1 | 0 | 17 | -22 | 66 | -2.2 | -4 | -5
O=C(CCOc1ccccc1)Nc1ccc(S(=O)(=O)N2CCCC2)cc1
  -4 | 0.3 | 1 | 10 | -1.4 | 23 | 3.9 | 5 | 5
COc1ccc(-n2c(=O)/c(=C\c3cccs3)s/c2=C(/C#N)C(=O)N2CCN(C)CC2)cc1
  2 | 1.6 | 0 | 9 | 1.1 | 90* | -0.1 | 1 | 6
Cc1cc(=O)oc2cc(OC(=O)c3nn(C(C)C)c(=O)c4ccccc34)ccc12
  -4 | 0.4 | 4 | 18 | -2.2 | 24 | -1.0 | -8 | 2
Cn1c(=O)oc2cc(S(=O)(=O)N3CCN(c4cccc(Cl)c4)CC3)ccc21
  2 | -0.2 | -1 | -2 | 0.6 | 26 | 1.2 | -2 | 9
COCC(=O)Nc1cc(Cl)ccc1C
  -1 | 0.0 | 1 | 9 | -1.5 | -2 | 1.0 | -10 | 0
CCc1nc2sc3c(=O)[nH]cnc3c2c2c1CSC(C)(C)C2
  -2 | 0.5 | 6 | -4 | -2.4 | 14 | -0.7 | -5 | 0
COc1ccc(C(NC(=O)c2ccc(-c3ccccc3)cc2)c2ccccc2)cc1 (configuration not stated)
  1 | 0.7 | -1 | 14 | -3.7 | 31 | 1.5 | -8 | 5
Cc1coc(NC(=O)CSc2nc(-c3ccc(Cl)cc3)cc(C(F)(F)F)c2C#N)n1
  -4 | -0.4 | -2 | -15 | 1.7 | -7 | -0.5 | -1 | 2
CC(C)c1nc(NCCO)c2nnn(Cc3ccccc3)c2n1
  0 | 0.5 | -2 | -4 | -0.3 | 13 | 1.2 | 4 | 4
CC1SCC(=O)N(CC(=O)Nc2ccc3c(c2)OCO3)C1=O (configuration not stated)
  -4 | 1.1 | -1 | 7 | 1.4 | 1 | 0.7 | -4 | 1
CC(C)c1nc(NCC2CCCO2)c(C#N)c2c1COC(C)(C)C2 (configuration not stated)
  -5 | 0.3 | -2 | -2[5 µM] | 0.0 | 12 | -0.9 | -3 | 1
C=CCNC(=O)c1onc(CSc2ccccc2F)c1C(=O)O
  -2 | -0.2 | 1 | 24 | -0.7 | 0 | -0.8 | 2 | 1
COc1ccc(C(=O)CSc2[nH]c(=O)cc(C(F)(F)F)c2C#N)cc1
  -1 | 0.9 | 2 | -6 | 1.6 | -1 | 1.2 | -5 | -2
O=C(CSc1ccsc1[N+](=O)[O-])N1CCN(c2ccc(Cl)cc2)CC1
  -1 | 0.6 | 2 | 7 | 2.3 | 33 | 1.3 | -3 | 7
FC(F)(F)c1nnc(-c2ccccc2)nc1Oc1ccc(Cl)cc1Cl
  1 | -0.6 | -2 | -24 | -12 | -61 | 1.6 | 2 | 8
Cc1ccc(C(=O)c2cc3ccccc3o2)cc1C
  -3 | 0.4 | 2 | 6 | -1.4 | 41 | -0.6 | 4 | 2
COc1cc(OC)cc(C(=O)NCC(=O)OCC(=O)NC(C)(C)C)c1
  -2 | 1.1 | -1 | 14 | 1.1 | 15 | 1.6 | -6 | 1
Cc1cc(C)c(S(=O)(=O)Nn2cnnc2)c(C)c1
  4 | 0.1 | -4 | 1 | -0.6 | 8 | 2.0 | 0 | 11
COc1ccc(-c2nnc(SCC(=O)Nc3cc(C)on3)n2C)cc1OC
  0 | 0.7 | 0 | 9 | -0.8 | 4 | -0.4 | 9 | 2
Cc1cc(C(=O)OCCO)c(C#N)c(N)n1
  -3 | 0.6 | 0 | 0 | 0.0 | 30 | 1.4 | -2 | -4
O=C(/C=C/c1ccc(Cl)cc1Cl)Nc1cccc(S(=O)(=O)NC2=NCCCCC2)c1
  0 | 0.8 | 1 | 18 | 1.6 | 5 | -1.1 | -12 | 3
COc1ccc(C(=O)NC(=S)N(Cc2ccccc2)Cc2ccccc2)cc1
  -1 | 0.3 | 2 | 6 | -4.9 | -4 | 1.3 | -6 | -4
CCn1c(-c2cc(-c3ccc(C)cc3)nc3ccccc23)n[nH]c1=S
  4 | -0.3 | -2 | 19 | -1.0 | 40 | -0.7 | -8 | 9
O=[N+]([O-])c1ccc(NC(=S)NCCc2ccc(F)cc2)cc1
  -1 | 5.9 | -3 | 12 | 1.7 | 59 | 11 | -11 | 2
Cn1c(=O)c2c(nc(SCc3ccccc3)n2Cc2ccc(Cl)cc2)n(C)c1=O
  -1 | 0.3 | 0 | -5 | -1.9 | 50 | -1.2 | -5 | 2
CC1CCCN(Cc2cnc(Cl)s2)C1 (configuration not stated)
  -3 | 0.3 | -1 | 7 | -1.4 | 4 | -0.2 | -9 | 1
COc1ccccc1N(C)S(=O)(=O)c1ccc(C(=O)Nc2nc(C)cs2)cc1
  2 | 2.9 | 4 | -6 | 0.7 | 36 | 1.9 | -3 | 4
COC(=O)c1[nH]c(=O)c2ccccc2c1O
  0 | 0.9 | -3 | 23 | -1.9 | 7 | 1.8 | 0 | 3
CN(C)c1ccnc(Oc2ccccc2)c1C#N
  -5 | 0.7 | -2 | 13 | -4.1 | 11 | 0.4 | -2 | 1
Cc1ccc(S(=O)(=O)N(C)c2cc(S(=O)(=O)N3CCC(C)CC3)c(C)cc2C)cc1
  1 | 40* | 5 | 3 | -0.3 | -12 | -1.0 | -9 | 3
Cc1ccc(C(=O)N(NC2=NS(=O)(=O)c3ccccc32)S(=O)(=O)c2ccc(C)cc2)cc1
  0 | 0.2 | 0 | 18 | -0.6 | 12 | 0.9 | -8 | 6
CCOC(=O)c1c(NC(=O)CN2C(=O)NC3(CCCCC3)C2=O)sc(C)c1-c1ccc(C)cc1
  -5 | -0.4 | 0 | 1 | 1.7 | 71* | -1.1 | -7 | 0
CN1CCN(c2ccc(Cl)cc2NC(=O)c2ccc([N+](=O)[O-])cc2)CC1
  0 | 1.3 | 0 | 5 | 5.3 | -3 | 2.1 | 1 | -14
Cc1nc(=O)c(-c2ccccc2)c(C)n1-c1ccc(S(N)(=O)=O)cc1
  0 | 0.3 | -2 | 19 | -1.4 | -4 | 0.9 | -7 | 6
Cc1noc(NC(=O)c2cccc(C(F)(F)F)c2)c1Cl
  11 | 0.3 | 4 | -11 | 0.1 | 12 | -0.1 | -6 | -1
Cc1ccc(Nc2nc(NCC3CCCO3)nc(N)c2[N+](=O)[O-])cc1C (configuration not stated)
  -2 | 0.1 | 7 | 6 | 0.1 | -54 | 0.3 | -5 | 5
Cn1cnnc1SCC(=O)Nc1ccc2nc(SCc3ccccc3)sc2c1
  -1 | 2.1 | -1 | 6 | -2.0 | 52 | 0.4 | 1 | 5
